# Bioassay records (PubChem)
# Pf Dd2 inh: inhibitors of Plasmodium falciparum Dd2 growth; activity change, % at 10 µM; actives 2.3% (n = 94,000); P. falciparum Dd2 growth, SYBR Green, 72 h; stronger effect = lower value; in the data active means activity change below about -80%; inconclusive means no clear call, values can overlap the other calls
# T cruzi growth: blocks T. cruzi growth in NIH3T3 culture; inhibition, % at 8.34 µM; AID 624255; T. cruzi beta-gal in NIH3T3, GalScreen luminescence, 90 h; actives 5.9% (n = 77,000);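 active means mean inhibition above about 93%, with at least 55% of replicates each passing it, limit read from the data, passing the limit was not always enough; inconclusive means only one of those two conditions holds; inactive means neither condition holds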
# C diff HTS: blocks growth of Clostridium difficile; Clostridium difficile clinical isolate growth, OD600, 24 h; stronger effect = lower value; growth activity, negative = inhibition, % at 16 µg/mL (by protocol); actives 0.25% (n = 86,000); AID 1259249;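 active means mean growth activity at or below -80% and every replicate also at or below -80%; inconclusive means mean at or below -80% but some replicate above -80%; inactive means mean growth activity above -80%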;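 further: 0% = DMSO wells and -100% = levofloxacin 16 µg/mL wells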
# KDM4C inh: KDM4C (human) demethylase inhibition | Q9H3R0 | GST-KDM4C 2-372, H3K9me3 peptide, LANCE TR-FRET | inhibition, % at 12.5 µM | actives 0.15% (n = 96,000);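 active means mean replicate inhibition above about 25%, with at least 55% of replicates also reaching it, limit read from the data, passing the limit was not always enough; inconclusive means only one of those two conditions met; inactive means neither condition met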
# Target sequence (Q9H3R0 2-372 limits assumed): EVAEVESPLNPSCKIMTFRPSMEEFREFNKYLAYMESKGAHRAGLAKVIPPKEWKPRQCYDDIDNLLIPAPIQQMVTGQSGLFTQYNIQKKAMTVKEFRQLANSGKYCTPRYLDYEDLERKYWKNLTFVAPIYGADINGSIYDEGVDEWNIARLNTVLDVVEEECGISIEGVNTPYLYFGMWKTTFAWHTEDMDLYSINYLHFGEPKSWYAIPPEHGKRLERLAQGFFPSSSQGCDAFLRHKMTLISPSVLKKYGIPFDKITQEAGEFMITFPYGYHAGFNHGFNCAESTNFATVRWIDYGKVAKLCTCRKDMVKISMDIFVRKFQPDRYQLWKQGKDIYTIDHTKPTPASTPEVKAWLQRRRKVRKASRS
#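 Compound: one test concentration per compound; Material: GST-GASC-1 enzyme fragment 2-372; Amount: GASC-1 enzyme at 10 nM final in reaction; Also added: H3K9me3 peptide substrate, Fe(II), 2-oxoglutarate; Technique: LANCE TR-FRET; Times: 30 min demethylation and 1 h detection at room temperature.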
# The depositor's hits bear a star; ? = inconclusive; nt = no result given; & = joins results of further samples.
# Each structure is followed by: Pf Dd2 inh, T cruzi growth, C diff HTS, KDM4C inh
COc1ccc(-c2ccc3n(c2=O)C[C@H]2N[C@@H]3[C@@H](C(=O)N3CCCCC3)[C@@H]2CO)cc1
    24, nt, 0, -0.8
CC(=O)N(C)C[C@H]1Oc2ncc(-c3ccc(C)cc3)cc2C(=O)N([C@H](C)CO)C[C@H]1C
    5, 11, 6, 2.5
CN1C(=O)c2cc(NC(=O)Cc3cccs3)ccc2OC[C@H]2O[C@H](CC(=O)N[C@H]3CCN(Cc4ccccc4)C3)CC[C@@H]21
    nt, 105*, 1, 0.6
O=C(C1CCCCC1)N1[C@@H]2CN(S(=O)(=O)c3ccccc3)c3ccccc3[C@@H]2[C@@H]1CO
    -6, 53, -3, -0.4
C[C@H](CO)N1C[C@H](C)[C@H](CN(C)Cc2ccc3c(c2)OCO3)OCCCC[C@H](C)Oc2ccc(NC(=O)c3ccncc3)cc2C1=O
    -18, 62, 2, 6.3
C[C@H](NC(=O)[C@H]1[C@H](CO)[C@H]2Cn3c(ccc(-c4ccncc4)c3=O)[C@@H]1N2C)c1ccccc1
    -6, 14, -5, -0.4
COc1ccc(S(=O)(=O)Nc2ccc3c(c2)C(=O)N([C@H](C)CO)C[C@@H](C)[C@H](CN(C)S(C)(=O)=O)OCCCC[C@@H](C)O3)cc1
    -22, 36, 6, -0.4
COc1ccc(NC(=O)Nc2ccc3c(c2)C(=O)N([C@H](C)CO)C[C@@H](C)[C@H](CN(C)S(=O)(=O)c2cn(C)cn2)O3)cc1
    18, 84, -6, 15
CC(C)NC(=O)N(C)C[C@@H]1OCCCC[C@H](C)Oc2ccc(NC(=O)NC3CCCCC3)cc2C(=O)N([C@@H](C)CO)C[C@@H]1C
    nt, 14, -4, -1.0
C[C@@H]1CN([C@@H](C)CO)C(=O)c2cccc(NC(=O)c3ccc(-c4nccs4)cc3)c2O[C@H]1CN(C)C(=O)Nc1cccc2ccccc12
    -26, -104, 0, -1.2
COc1ccc(-c2cnc3c(c2)C(=O)N([C@@H](C)CO)C[C@H](C)[C@H](CN(C)Cc2ccc(C(=O)O)cc2)O3)cc1
    54, -62, -1, 0.2
CO[C@@H]1CN(C)C(=O)c2ccc(NC(=O)C3CCCC3)cc2OC[C@H](C)N(C(=O)CC2CC2)C[C@@H]1C
    -76, 40, nt, -0.7
CC(C)NC(=O)N1CCCCN2[C@@H](CO)[C@H](c3ccc(C#Cc4ccccc4F)cc3)[C@@H]2C1
    -16, 113*, 27, -2.8
CNC[C@H]1OCCCC[C@H](C)Oc2ccc(NC(=O)Nc3ccc(OC)cc3)cc2C(=O)N([C@H](C)CO)C[C@H]1C
    nt, 3, -3, -1.8
CN1CCN(C(=O)C[C@@H]2CC[C@H](NC(=O)Cc3ccccn3)[C@H](CO)O2)CC1
    14, 12, nt, 1.1
C[C@H](CO)N1C[C@H](C)[C@@H](CN(C)Cc2ccc(C(F)(F)F)cc2)OCCCC[C@H](C)Oc2ccc(NC(=O)Cc3ccccc3)cc2C1=O
    -81*, 1, nt, 0.4
CC(C)NC(=O)Nc1ccc2c(c1)C(=O)N([C@@H](C)CO)C[C@H](C)[C@@H](CN(C)Cc1ccncc1)O2
    14, nt, 8, 0.6
COc1ccc(NC(=O)Nc2cccc3c2O[C@@H](CN(C)C(=O)Nc2cccc4ccccc24)[C@H](C)CN([C@H](C)CO)C3=O)cc1
    -43, 17, -5, 1.8
COc1cccc(S(=O)(=O)N2C[C@@H]3N[C@H](C2)C3c2ccc(-c3ccccc3OC)cc2)c1 (stereo partly specified)
    -34&-48, nt, 11&64, -2.4&-1.7
COC(=O)C[C@@H]1CC[C@H]2[C@@H](COc3ccc(NC(=O)Nc4c(C)noc4C)cc3C(=O)N2C)O1
    33, 20, 2, 1.9
C[C@H]1CN([C@@H](C)CO)C(=O)c2ccccc2-c2ccccc2CO[C@@H]1CN(C)C(=O)Oc1ccccc1
    -20, 25, nt, 0.1
O=C(C[C@@H]1C[C@@H]2c3cc(NC(=O)Nc4ccccc4)ccc3O[C@@H]2[C@@H](CO)O1)NCc1cccc(F)c1
    -21, 49, -5, -1.0
CC(C)NC(=O)N(C)C[C@H]1Oc2ccc(NC(=O)Cc3ccccc3)cc2CC(=O)N([C@H](C)CO)C[C@@H]1C
    -6, nt, -2, -0.3
O=C(C[C@H]1CC[C@@H]2[C@H](COC[C@H](O)CN2S(=O)(=O)c2cccc(F)c2)O1)NCCCN1CCOCC1
    -2, 34, nt, 0.0
C[C@@H]1CN([C@@H](C)CO)C(=O)c2cc(N(C)C)ccc2O[C@@H](C)CCCCO[C@@H]1CN(C)Cc1ccncc1
    2, 14, 3, 12
CNC[C@@H]1Oc2cc(-c3ccc(OC)cc3)ccc2S(=O)(=O)N([C@@H](C)CO)C[C@H]1C
    -27, nt, -3, -2.2
C[C@@H]1CN([C@@H](C)CO)S(=O)(=O)c2ccc(-c3ccccc3)cc2O[C@H]1CN(C)C(=O)c1ccccc1F
    -27, 95, 12, -2.9
C[C@@H]1CCCCO[C@H](CN(C)CC2CC2)[C@H](C)CN([C@H](C)CO)C(=O)c2cc(N(C)C)ccc2O1
    -40, 28, -3, 0.3
C[C@H](CO)N1C[C@H](C)[C@@H](CN(C)S(=O)(=O)c2cccc(F)c2)OCc2cnnn2CCCC1=O
    12&-4, -22&-123, -2, -1.9
CC(C)NC(=O)Nc1ccc2c(c1)C(=O)N([C@H](C)CO)C[C@H](C)[C@H](CN(C)C(=O)Nc1ccc(C(F)(F)F)cc1)OCCCC[C@@H](C)O2
    2, 104*, 2, -0.9

# Quoted at random: 2 compounds from above
# Each structure is followed by: Pf Dd2 inh, T cruzi growth, C diff HTS, KDM4C inh
COc1ccc(-c2cnc3c(c2)C(=O)N([C@@H](C)CO)C[C@H](C)[C@H](CN(C)Cc2ccc(C(=O)O)cc2)O3)cc1
    54, -62, -1, 0.2
C[C@H](CO)N1C[C@H](C)[C@H](CN(C)Cc2ccc3c(c2)OCO3)OCCCC[C@H](C)Oc2ccc(NC(=O)c3ccncc3)cc2C1=O
    -18, 62, 2, 6.3

# The listing picks up with the 2 entries that preceded the break.
# Each structure is followed by: Pf Dd2 inh, T cruzi growth, C diff HTS, KDM4C inh
C[C@H](CO)N1C[C@H](C)[C@@H](CN(C)S(=O)(=O)c2cccc(F)c2)OCc2cnnn2CCCC1=O
    12&-4, -22&-123, -2, -1.9
CC(C)NC(=O)Nc1ccc2c(c1)C(=O)N([C@H](C)CO)C[C@H](C)[C@H](CN(C)C(=O)Nc1ccc(C(F)(F)F)cc1)OCCCC[C@@H](C)O2
    2, 104*, 2, -0.9
O=C(C1CCCC1)N1CCCCN2[C@H](CO)[C@@H](c3ccc(-c4cccc(F)c4)cc3)[C@@H]2C1
    -22, 104*, 7, nt
C[C@H](O)C#Cc1ccc([C@@H]2[C@H]3CN(C(=O)c4ccc5c(c4)OCO5)CCCCN3[C@H]2CO)cc1
    17, 33, -8, 1.6
C[C@@H]1CN([C@H](C)CO)C(=O)c2cc(NC(=O)Cc3cn(C)c4ccccc34)ccc2O[C@H]1CN(C)C
    8, nt, 3, 0.2
C[C@H](CO)N1C[C@H](C)[C@H](CN(C)C(=O)Nc2ccc(F)cc2)Oc2ccc(NC(=O)CCN3CCOCC3)cc2C1=O
    29, -17, 3, 0.4
Fc1cccc(CN2C[C@@H]3N[C@H](C2)C3c2ccc(-c3ccccc3)cc2)c1 (stereo partly specified)
    3&-63, nt, -99*, -0.3
C[C@@H]1CN([C@@H](C)CO)C(=O)c2cc(NS(=O)(=O)c3ccccc3)ccc2O[C@@H]1CN(C)C(=O)Nc1cccc2ccccc12
    -2, -5, -2, -3.0
Cc1ccc(S(=O)(=O)N[C@H]2C=C[C@@H](CC(=O)O)O[C@H]2CO)cc1
    20, -25, 3, 1.4
O=C(CC1CC1)Nc1ccc2c(c1)[C@H]1C[C@H](CC(=O)N3CCc4ccccc4C3)O[C@H](CO)[C@H]1O2
    -53, 52, 0, 1.1
Cn1cnc(S(=O)(=O)N2C[C@H](O)COC[C@H]3O[C@H](CC(=O)N4CCN(c5ccccc5)CC4)CC[C@@H]32)c1
    27, -74, -2&-5, -0.1
C[C@H](CO)N1C[C@H](C)[C@H](CN(C)C(=O)Nc2ccc(N3CCCCC3)cc2)OCc2cnnn2CCCC1=O
    -6&-77, -24&31, -5&-2, -0.5
Cc1cc(C(=O)Nc2cccc3c2O[C@@H](CN(C)C(=O)Nc2ccccc2)[C@H](C)CN([C@H](C)CO)C3=O)n(C)n1
    -3, 30, -1, -4.7
C[C@@H]1CN([C@@H](C)CO)C(=O)c2cccc(NC(=O)c3nc4ccccc4s3)c2O[C@H]1CN(C)Cc1ccc(C(=O)O)cc1
    -37, 10, -2, -0.3
C[C@@H]1CCCCO[C@@H](CN(C)Cc2ccncc2)[C@H](C)CN([C@@H](C)CO)C(=O)c2cc(NS(=O)(=O)c3ccccc3)ccc2O1
    -39, -26, -2, -0.5
C[C@H]1CN([C@@H](C)CO)C(=O)c2cccc(NC(=O)c3nc4ccccc4s3)c2O[C@@H]1CN(C)C(=O)Nc1ccc(F)cc1
    13, -121, -5, 2.1
COc1ccccc1-c1cn(CC[C@@H]2CC[C@@H](NC(=O)C3CC3)[C@H](CO)O2)nn1
    -18, nt, 4, -1.4
OC[C@@H]1[C@H](c2ccc(-c3ccccc3)cc2)[C@H]2CN(CCC(F)(F)F)CCCCN12
    -80*, 104*, 3, -1.4
Cc1ccc(S(=O)(=O)Nc2ccc3c(c2)C(=O)N([C@H](C)CO)C[C@H](C)[C@@H](CN(C)C(=O)NC(C)C)OCCCC[C@@H](C)O3)cc1
    8, 30, -1, -1.2
CO[C@H]1CN(C)C(=O)c2cc(NC(=O)c3ccccc3F)ccc2OC[C@@H](C)N(C(=O)c2ccccc2F)C[C@H]1C
    -40, 79, nt, 0.4
Cc1noc(C)c1NC(=O)Nc1ccc2c(c1)CC(=O)N([C@H](C)CO)C[C@H](C)[C@@H](CN(C)S(=O)(=O)c1ccc(Cl)cc1)O2
    -3, 49, -4, -0.3
C[C@@H]1CN([C@@H](C)CO)C(=O)c2cccc(NS(=O)(=O)c3cn(C)cn3)c2O[C@@H]1CN(C)Cc1ccccc1
    26, 9, 0, 4.2
C[C@H]1CN([C@@H](C)CO)C(=O)Cc2cc(NS(=O)(=O)c3ccc(Cl)cc3)ccc2O[C@@H]1CN(C)Cc1ccc(C(=O)Nc2ccccc2N)cc1
    -85*, nt, 2, -1.3
COc1cccc(NC(=O)N2CC(=O)N3[C@H](C2)[C@H](c2ccc(C4=CCCC4)cc2)[C@@H]3CO)c1
    14, nt, -11, 1.2
C[C@H]1CCCCO[C@H](CN(C)C(=O)Nc2ccc3c(c2)OCO3)[C@@H](C)CN([C@@H](C)CO)C(=O)c2cc(NC(=O)Cc3ccccc3)ccc2O1
    ?, ?, -1, -0.6
O=C(C[C@@H]1CC[C@@H]2[C@H](COC[C@H](O)CN2Cc2cccc(F)c2)O1)NCc1cccc(F)c1
    -11, 30, 8, 0.4
C[C@H](CO)N1C[C@H](C)[C@H](CN(C)C(=O)Nc2ccc3c(c2)OCO3)Oc2c(NC(=O)c3ccc(-c4nccs4)cc3)cccc2C1=O
    -13, 65, nt, 0.9
CCCNC(=O)C[C@H]1CC[C@H]2[C@@H](COc3ccc(NC(=O)NCC)cc3C(=O)N2C)O1
    14, 38, -8, -0.3
C[C@H]1CN([C@@H](C)CO)C(=O)c2cccc(NC(=O)Nc3ccc4c(c3)OCO4)c2O[C@@H]1CN(C)Cc1ccc(Cl)c(Cl)c1
    -39, nt, 0, 1.4
CN(C)CC(=O)N1[C@@H]2c3ccc(-c4ccccc4)c(=O)n3C[C@H]1[C@H](CO)[C@H]2C(=O)N1CCN(C)CC1
    nt, 13, 0, 0.8
Cc1ccc(S(=O)(=O)N(C)C[C@@H]2Oc3ccc(NS(=O)(=O)c4ccccc4)cc3C(=O)N([C@H](C)CO)C[C@@H]2C)cc1
    -23, 87, 9, -2.7
CC(C)NC(=O)N[C@@H]1CC[C@@H](CC(=O)NCCN2CCCC2)O[C@@H]1CO
    24, -42, -4, 1.2
C[C@H](CO)N1C[C@H](C)[C@H](CN(C)Cc2ccccn2)Oc2ncc(-c3ccccc3)cc2C1=O
    -4, 5, 7, 3.2

# Single records, as listed above. Order of values: Pf Dd2 inh | T cruzi growth | C diff HTS | KDM4C inh
# CCCNC(=O)C[C@H]1CC[C@H]2[C@@H](COc3ccc(NC(=O)NCC)cc3C(=O)N2C)O1 is entered as 14 | 38 | -8 | -0.3
# C[C@H](O)C#Cc1ccc([C@@H]2[C@H]3CN(C(=O)c4ccc5c(c4)OCO5)CCCCN3[C@H]2CO)cc1 is entered as 17 | 33 | -8 | 1.6
# C[C@H]1CN([C@@H](C)CO)C(=O)Cc2cc(NS(=O)(=O)c3ccc(Cl)cc3)ccc2O[C@@H]1CN(C)Cc1ccc(C(=O)Nc2ccccc2N)cc1 is entered as -85* | nt | 2 | -1.3
# C[C@H](CO)N1C[C@H](C)[C@H](CN(C)Cc2ccccn2)Oc2ncc(-c3ccccc3)cc2C1=O is entered as -4 | 5 | 7 | 3.2
# Cc1ccc(S(=O)(=O)N(C)C[C@@H]2Oc3ccc(NS(=O)(=O)c4ccccc4)cc3C(=O)N([C@H](C)CO)C[C@@H]2C)cc1 is entered as -23 | 87 | 9 | -2.7
